# Eya2 inh: qHTS Assay for Inhibitors of the Phosphatase Activity of Eya2; Protein phosphatase EYA2 (Homo sapiens), O00167; recombinant Eya2, OMFP fluorescence dephosphorylation (OMFP is methylfluorescein phosphate); Potency, µM (highest dose often 76.9 µM), inactives show at the highest dose activity, negative = inhibition, actives largely listed as inhibitors; 330,000 tested, 0.006% active; AID 488837, 2010; further: potency means the concentration at half of the fitted maximal effect; on the % scale 0 is the no-effect control and ±100 the full control effect
# Target sequence (O00167 whole entry, looked up): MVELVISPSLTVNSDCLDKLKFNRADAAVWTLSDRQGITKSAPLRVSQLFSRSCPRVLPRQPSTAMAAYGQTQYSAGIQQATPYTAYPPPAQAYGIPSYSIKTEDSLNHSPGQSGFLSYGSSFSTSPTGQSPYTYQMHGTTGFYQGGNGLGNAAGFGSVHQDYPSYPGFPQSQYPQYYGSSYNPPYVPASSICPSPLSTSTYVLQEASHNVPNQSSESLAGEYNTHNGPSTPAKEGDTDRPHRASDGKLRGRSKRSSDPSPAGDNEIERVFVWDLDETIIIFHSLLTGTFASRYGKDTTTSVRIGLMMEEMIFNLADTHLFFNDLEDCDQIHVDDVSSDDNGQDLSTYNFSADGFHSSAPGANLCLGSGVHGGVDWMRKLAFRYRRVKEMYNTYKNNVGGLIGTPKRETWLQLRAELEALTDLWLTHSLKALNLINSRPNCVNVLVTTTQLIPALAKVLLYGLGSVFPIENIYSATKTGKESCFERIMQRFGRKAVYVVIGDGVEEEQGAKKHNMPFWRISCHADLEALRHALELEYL
#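 Eya2 (0.2 uM) preincubated 10 min at ambient with compound, then OMFP substrate added at 50 uM; 10 min reaction in 50 mM HEPES pH 7.5, 50 mM NaCl, 5 uM MgCl2, 0.05% BSA, 1 mM DTT. Fluorescence read at Ex 485/Em 525 nm.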
# ELG1 DNA repair: qHTS screen for small molecules that inhibit ELG1-dependent DNA repair in human embryonic kidney (HEK293T) cells expressing luciferase-tagged ELG1 | HEK293T ELG1-luciferase reporter, luminescence, 16 h; DNA damage induced by 5-fluorouridine | Potency, µM (titrated, usually from 46.1 µM), for the others: top-dose activity change, negative = inhibition, hits mostly inhibitors | 330,000 tested, 2.3% active; further: potency means the concentration at half of the fitted maximal effect; on the % scale 0 is the no-effect control and ±100 the full control effect; nearly all actives have a fitted effect of over 55% in size
#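 Quantitative HTS, concentration-response format. 2,000 cells/well co-treated with 5-fluorouridine and compound, 16 hr in 5% CO2 at 37 °C; ONE-Glo luminescence read after 30 min.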
# USP2a block: qHTS Assay for Inhibitors of Ubiquitin-specific Protease USP2a Using CHOP2 as the Reporter. Ubiquitin carboxyl-terminal hydrolase 2 (Homo sapiens), O75604. AID 463254, 2010. Potency, µM (highest dose often 38.3 µM), for the others: top-dose activity change, negative = inhibition, usual class: inhibitors. USP2 core, Ub-CHOP2 coupled fluorogenic reporter, 485/531. 330,000 tested, 0.01% active;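 further: potency means the concentration at half of the fitted maximal effect; plate controls were DMSO wells for no effect and full inhibition by NEM control for full effect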
# Target sequence (O75604 whole entry, looked up): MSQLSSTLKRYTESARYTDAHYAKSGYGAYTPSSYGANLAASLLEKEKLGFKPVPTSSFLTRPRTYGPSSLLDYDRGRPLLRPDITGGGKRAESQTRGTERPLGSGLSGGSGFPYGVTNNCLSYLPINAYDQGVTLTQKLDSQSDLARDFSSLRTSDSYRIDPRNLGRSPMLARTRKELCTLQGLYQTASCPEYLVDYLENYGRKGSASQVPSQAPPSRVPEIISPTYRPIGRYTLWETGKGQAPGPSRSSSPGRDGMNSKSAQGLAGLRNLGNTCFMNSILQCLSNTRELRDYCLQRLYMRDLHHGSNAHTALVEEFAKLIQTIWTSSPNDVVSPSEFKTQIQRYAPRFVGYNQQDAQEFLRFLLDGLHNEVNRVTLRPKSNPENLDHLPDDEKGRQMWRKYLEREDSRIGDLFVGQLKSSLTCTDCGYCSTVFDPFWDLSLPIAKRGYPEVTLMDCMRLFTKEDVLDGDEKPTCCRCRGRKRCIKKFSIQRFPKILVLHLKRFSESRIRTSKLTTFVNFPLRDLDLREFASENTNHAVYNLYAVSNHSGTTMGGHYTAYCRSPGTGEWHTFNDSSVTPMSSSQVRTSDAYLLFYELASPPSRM
#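 Cell-free coupled assay: 10nM USP2 core preincubated 30min RT with compound in Tris-HCl pH 8.0/CaCl2/CHAPS buffer, then 25nM Ub-CHOP2 and 25nM reporter substrate; fluorescence (Ex 485/Em 531) read after 60min RT, normalized to NEM inhibition, concentration-response curves fitted.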
# TSHR antagonist: Antagonists of the Thyroid Stimulating Hormone Receptor: HTS campaign. 330,000 tested, 0.2% active. Thyrotropin receptor (Homo sapiens), P16473. activity change, negative = inhibition, % at 11.5 µM. TSHR-expressing cells, TSH-stimulated cAMP HTRF, 2 h; hits give low values. AID 504810, 2011;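 active means activity change below a set negative limit, meaning inhibition stronger than a set level, cut at about -70% in these data; inconclusive means activity change between two set negative limits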; further: on the % scale 0 is the no-effect control and ±100 the full control effect
#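 TSHR-expressing cells, 200/well, pre-treated with compound, then stimulated with EC80 TSH (4nM final) for 2 hours at 37 deg C. cAMP measured by competitive HTRF: anti-cAMP cryptate antibody in lysis buffer plus cAMP-d2, read after 30 minutes at room temperature.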
# KCNH2 3.1 block: qHTS for Inhibitors of KCHN2 3.1: Mutant qHTS | Potassium voltage-gated channel subfamily H member 2, brain isoform KCNH2 3.1 (human) | U2OS KCNH2 3.1, thallium flux FluxOr; hits give low values | activity change, % (tested at about 1.8 µM) | 340,000 tested, 0.95% active | AID 720553, 2013;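 active means maximum activity change below -70%; inconclusive means maximum activity change from -70% to -50%; inactive means maximum activity change above -50%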;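 further: thallium influx rate constant from kinetic fluorescence after stimulation buffer; on the % scale 0 is the no-effect control and ±100 the full control effect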
#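 Measured as rate of thallium-driven FluxOr signal in transduced U2OS cells carrying the 3.1 channel, read kinetically for 2 min upon stimulation; values are rate constants scaled to DMSO control wells.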
# KCNH2 WT inh: qHTS for Inhibitors of KCHN2 3.1: Wildtype qHTS; U2OS, BacMam KCNH2, thallium flux FluxOr; hits give low values; activity change, % at 1.84 µM; 340,000 tested, 0.37% active;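 active means maximum activity change below -70%; inconclusive means maximum activity change between -70% and -50%; inactive means maximum activity change above -50%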; further: on the % scale 0 is the no-effect control and ±100 the full control effect
#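 U2OS cells transduced with wild-type KCNH2 virus are loaded with FluxOr dye for 45 min, and thallium flux is measured in kinetic reads before and after stimulation buffer. Rate constants are normalized to DMSO controls.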
# A-T KAP1 phos: qHTS Assay for Identifying a Potential Treatment of Ataxia-Telangiectasia; […] A-T fibroblasts, KAP-1 phosphorylation AlphaLISA; neocarzinostatin DNA damage 30 min before lysis; Potency, µM (series often up to 57.5 µM), for inactives: at the top dose activation, actives largely listed as activators; 320,000 tested, 0.19% active; AID 485349, 2010; further: potency means the concentration at half of the fitted maximal effect; % of control where 0% means no effect; nearly all actives have a fitted effect of over 45% in size
#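 ATM-like activity read as KAP-1 phosphorylation via AlphaLISA donor/acceptor antibody pairs after lysis and 6 hr at 25C. Cells were ATM-null patient fibroblasts ([…], hTERT), dosed 60 min, then exposed to the DSB inducer NCS for 30 min.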
# TCR activator: Activators of T cell receptors: qHTS campaign; primary human leukocytes, anti-CD3, IL-2 HTRF, 48 h; 330,000 tested, under 10 active; AID 504894, 2011; Potency, µM (series often up to 9.22 µM), without a hit: top-dose activation of IL-2 secretion, most hits filed as activators; further: % of control where 0% means no effect
#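 IL-2 release read by HTRF sandwich (Eu cryptate donor, d2 acceptor, 665 nm emission) after 48 hr exposure of primary human leukocytes to compound together with anti-CD3 beads in the absence of co-stimulatory signals.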
# TRPV1 agonist: HTS Assay for Compounds that Act as Agonists of the Vanilloid Receptor 1. TRPV1-expressing cells, Fluo-8 calcium influx, agonist mode. activation, % at 8.33 µM. AID 540275, 2011. 320,000 tested, 0.19% active. Transient receptor potential cation channel subfamily V member 1 (Homo sapiens), Q8NER1; in the data active means activation above about 80%; inconclusive means between about 30% and that limit; further: 0% is about no effect
#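 Fluo-8 calcium influx in TRPV1-expressing cells, kinetic read (ex 480/em 520 nm). Compound added and read 3 min for agonist activity, followed by capsaicin at EC20 final and 2 min further read for enhancement.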
# Mito fusion yeast: qHTS Assay for Small Molecule Inhibitors of Mitochondrial Division or Activators of Mitochondrial Fusion | AID 485298, 2010 | Potency, µM (highest dose often 46.1 µM), inactives show at the highest dose growth rescue (activation), usual class: activators | S. cerevisiae fusion-defective mutant growth rescue, CellTiterGlo 48 h | 320,000 tested, 0.23% active;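 further: potency means the concentration at half of the fitted maximal effect; % of control where 0% means no effect; nearly all actives have a fitted effect of over 45% in size; temperature-sensitive fusion mutants such as fzo1-1 at 37 °C on non-fermentable ethanol glycerol medium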
#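 S. cerevisiae fusion-defective temperature-sensitive mutants (e.g. fzo1-1, mgm1-5) grown 48 h at 37C in YPEG (ethanol/glycerol non-fermentable) medium with 23 nl compound per well; growth rescue read as CellTiterGlo luminescence.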
# An asterisk follows results filed as active; i = inactive; ? = inconclusive; · = not tested or not shown; [ ] = dose if it differs, or a comment. Unless noted, the call rests on the fitted dose curve; in most records, active means well fitted curve in the direction sought with a large enough effect; inconclusive means small, poorly fitted or top-dose-only effect, or another doubt; inactive means no such curve, though single readings can be large; an effect the other way counts as inactive or inconclusive. An excerpt; the hit share may differ from the screen's.
SMILES,Eya2 inh,ELG1 DNA repair,USP2a block,TSHR antagonist,KCNH2 3.1 block,KCNH2 WT inh,A-T KAP1 phos,TCR activator,TRPV1 agonist,Mito fusion yeast
CCCCOc1ccc(C(C)NC(=O)CCS(=O)(=O)Cc2ccc(Cl)cc2)cc1 (stereo not drawn),-2%,2%,2%,5,1,0,-2%,6%[46.1 µM],0,-2%
O=C(COC(=O)c1ccc([N+](=O)[O-])s1)NCCc1ccccc1,10%,-8%,-3%,-2,-16,-9,10%,·,8,-3%
Cc1cc(C)cc(N(C(=O)c2snc(C(N)=O)c2N)C(C(=O)NCC2CCCO2)c2ccc(C)o2)c1 (stereo not drawn),-8%,-16%,4%,-3,-5,-9,1%,4%,8,8%
CCOC(=O)CNC(=O)CSc1nc2cccnc2n1CC,-1%,14%,2%,13,16,3,·,1%[46.1 µM],2,4%
CC(C)(C)C(=O)/C(=C/c1ccncc1)n1cncn1,-6%,?,-6%,21,11,4,29%,-6%,7,-21%
Cc1ccc(-c2nc3ncccc3o2)cc1NC(=O)COc1ccccc1,-3%,?,-1%,-3,?,-3,·,·,12,0%
Cn1cc(Br)c(C(=O)NNC(=O)c2ccc(Br)cc2)n1,0%,?,3%,1,-9,9,2%,6%,7,0%
Cc1ccc(OCCNC(=O)Cn2cnc3c(=O)n(C)c(=O)n(C)c32)cc1C,6%,0%,0%,-17,-4,1,-3%,1%[46.1 µM],1,0%
CS(=O)(=O)N(CC(=O)N1CCC(C(N)=O)CC1)Cc1ccc(Cl)c(Cl)c1,2%,0%,-1%,-2,-17,-4,7%,-6%,4,3%
CCC(=O)N1CCc2cc(S(=O)(=O)CCC(=O)Nc3cccc(F)c3)ccc21,14%,-27%,1%,-4,4,-10,-1%,-4%,-3,-1%
CC(C)OCCCNC(=O)CN1C(=O)CC(C)(C)S(=O)(=O)c2ccccc21,-8%,5%,?,0,-11,0,0%,11%,-2,4%
CC1CCN(c2nc3ccccn3c(=O)c2C=O)CC1,2%,10%,-1%,-2,11,-12,4%[11.5 µM],9%,1,?
CCOc1nc(Nc2ccccc2F)nc(OCC)n1,2%,-1%,2%,21,-4,-7,9%,·,7,-13%
CCN(CC)CCN(C(=O)c1ccc(S(=O)(=O)N2CCCC2)cc1)c1nc2cc(C)cc(C)c2s1,-3%,-6%,0%,5,0,9,-2%,-5%,3,-9%
CC(C)CNC(=O)c1cccc(NC(=O)Cc2ccc(Br)cc2)c1,-4%,?,4%,-1,-13,18,10%,-2%[46.1 µM],8,-2%
CCN(C[C@H]1N[C@@](C)(C(=O)OC)[C@H]2C(=O)N(Cc3ccccc3)C(=O)[C@@H]12)S(=O)(=O)c1ccccc1,-8%,2%,4%,1,·,-7,3%,2%,·,·
COCCCNC(=O)CCn1c(=O)c2ccccc2n(CC(=O)NCCc2ccc(OC)c(OC)c2)c1=O,2%,6%,0%,1,-3,4,0%,-14%,-2,-7%
Cc1ccc(S(=O)(=O)NCC(=O)N2CCC(C)CC2)cc1,23%,0%,-1%,-6,10,6,5%,0%,2,-1%
CCN(CC)S(=O)(=O)N1CCC(C(=O)NC(C)CCc2ccccc2)CC1 (stereo not drawn),12%,1%,0%,-2,10,-17,0%,5%,0,-3%
CCCCn1c(N)c(N(CCC(C)C)C(=O)C2CC(=O)N(c3ccccc3OCC)C2)c(=O)[nH]c1=O (stereo not drawn),-11%,-9%,-1%,-7,·,2,-3%,10%,2,-1%
O=C(O)COn1c(-c2ccccc2)nc2ccc(Cl)cc21,11%,?,-1%,-3,14,i,0%,-1%,-2,-5%
CC1=NN(C(=O)c2ccc(Cn3nc(C)c([N+](=O)[O-])c3C)cc2)C(O)(C(F)(F)F)C1 (stereo not drawn),-12%,-16%,0%,-8,-22,-4,12%,·,-2,1%
Cc1cc(C(=O)OCC(=O)Nc2ccc(F)c(F)c2F)c(C)o1,-9%,-1%,2%,0,10,-5,-1%,-8%,8,1%
Cc1nnc(N/N=C/c2cccc(OCc3ccc(Cl)c(Cl)c3)c2)n1N,-9%,?,3%,-3,-23,5,10%,-2%,-3,11%
COc1ccc([C@H]2CC(=O)C=C(c3ccc(NC(C)=O)cc3)C2)cc1OC,-5%,?,1%,-37,·,·,-9%,-2%,0,-12%

# New compounds follow
SMILES,Eya2 inh,ELG1 DNA repair,USP2a block,TSHR antagonist,KCNH2 3.1 block,KCNH2 WT inh,A-T KAP1 phos,TCR activator,TRPV1 agonist,Mito fusion yeast
CCC(C)(C)NC(=O)CN(C(=O)c1ccc(N2CCCC2)nc1)c1ccc(F)cc1,-14%,4%,0%,11,4,0,-1%,-2%,-6,2%
CC(=O)N1CCc2cc(S(=O)(=O)NC(CC(C)C)C(=O)Nc3ccc4c(c3)OCCO4)ccc21 (stereo not drawn),-4%,13%,2%,0,-1,-7,6%,4%,2,-1%
Cc1ccc(NC(=O)Cn2c(=O)c(C)nc3ccccc32)cc1,-2%,8%,3%,18,22,-2,1%,-6%,-5,-1%
Cc1ccc(OCCn2c(CCCO)nc3ccccc32)cc1,·,·,·,·,1,8,·,0%,-2,-5%
COC(=O)c1ccc(Oc2c(Cl)cccc2[N+](=O)[O-])cc1,5%,2%,5%,-9,-2,-2,-2%,-7%,6,14%
C=CCOc1c(Br)cc(/C=N/NC(=O)Cc2ccc(C(F)(F)F)cc2[N+](=O)[O-])cc1OC,4%,?,-3%,-2,-6,-6,-3%,-1%[46.1 µM],-2,-10%
COc1ccc(OC)c(NC(=O)COC(=O)c2ccc(-n3cnnn3)cc2)c1,1%,27%,1%,-22,-10,0,4%,-6%,5,-2%
O=c1c2oc3ccccc3c2ncn1Cc1cccc(Cl)c1,17%,?,4%,-9,5,-10,1%,-3%,6,3%
O=c1cc(CN2CCN(S(=O)(=O)c3ccccc3)CC2)nc2ccc(Cl)cn12,-6%,?,2%,30,-11,-9,9%,-1%,2,0%
CN(Cc1ccc(F)cc1)C(=O)c1cc(S(=O)(=O)N2CCCCC2)ccc1N1CCOCC1,4%,9%,0%,-13,-4,-13,3%,-4%,6,0%
CCN(c1ccccc1)S(=O)(=O)c1ccc(OC)c(NC(=O)C2CC2)c1,-8%,4%,0%,1,4,3,-5%,0%,9,0%
c1ccc2c(c1)CCN2CCN1CCc2ccccc21,16%,2%,5%,8,-1,4,2%,5%,1,-4%
COc1cc2c(cc1OC)CN(C(=O)C(CCSC)NS(=O)(=O)c1ccc(C)cc1)CC2 (stereo not drawn),9%,0%,-1%,-4,-20,-5,-1%,-4%,4,5%
CCC(=O)N1CCc2cc(S(=O)(=O)NCCc3ccc(S(N)(=O)=O)cc3)ccc21,3%,1%,1%,7,-2,4,0%,-3%,1,-6%
Cc1ccc(-n2ncc3c(SCC(=O)Nc4cc(C)on4)ncnc32)c(C)c1,10%,?,3%,-10,6,-7,3%,4%,3,-4%
CCn1c(CSc2nc3ccccc3s2)nnc1SCC(=O)c1ccc2c(c1)OCCO2,1%,0%,5%,-32,-2,-2,8%,·,2,22%
CCc1noc(C)c1C(=O)N1CCN(S(=O)(=O)c2ccc(C)cc2C)CC1,5%,-8%,-2%,·,4,1,9%,-21%,-4,13%
NC(=O)C1CCN(C(c2ccccc2Cl)c2nnnn2Cc2ccc3c(c2)OCO3)CC1 (stereo not drawn),-7%,-3%,1%,-7,4,12,-9%,-1%,14,-4%
CCCCOc1ccc(C(=O)N(CC)CC(=O)NCc2cccs2)cc1,-5%,-2%,0%,5,6,14,-6%,2%,10,0%
COc1ccccc1CCNC(=O)C(=O)Nc1cc2c3c(c1)CC(=O)N3CCC2,-5%,?,1%,-2,-1,-2,0%,2%,-5,-10%
Cc1ccc(C(=O)Nc2cc(C(F)(F)F)ccc2-n2cncn2)o1,8%,-18%,-1%,5,-11,-14,3%,·,2,9%
CCCCC(=O)N/N=C/c1ccc(-c2ccc([N+](=O)[O-])cc2)o1,-5%,6%,2%,-1,3,2,1%,-15%,4,-1%
COc1cccc(/C=C/c2nc(C#N)c(NCC(C)C)o2)c1,-15%,?,-1%,9,10,-8,39%,-2%,20,8%
CCc1c(C)nc2c(C)cccc2c1SCCC#N,-1%,-3%,-1%,2,·,8,3%[11.5 µM],-5%,19,12%

# Compound activity as filed in PubChem BioAssay.
